# IMPase inh – cell-permeable inhibitors of inositol monophosphatase (IMPase); P97697; CHO-M1 cells, IP1 accumulation, HTRF TR-FRET ratio; inhibition (IP1 accumulation), % at 46.1 µM; 120,000 tested, under 10 active; active means well fitted curve in the direction sought with a large enough effect in the signal ratio, not every such curve was filed as active; inconclusive means small, poorly fitted or top-dose-only effect, or a change in a side signal; inactive means no such curve, though single readings can be large or run the other way; the % refers to the signal ratio;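 further: cells stimulated with carbachol in lithium chloride buffer; plate controls were DMSO basal wells for no effect and reference inhibitor wells for full effect; higher means more IMPase inhibition seen as more IP1 and lower FRET ratio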
# Target sequence (P97697 whole entry, looked up): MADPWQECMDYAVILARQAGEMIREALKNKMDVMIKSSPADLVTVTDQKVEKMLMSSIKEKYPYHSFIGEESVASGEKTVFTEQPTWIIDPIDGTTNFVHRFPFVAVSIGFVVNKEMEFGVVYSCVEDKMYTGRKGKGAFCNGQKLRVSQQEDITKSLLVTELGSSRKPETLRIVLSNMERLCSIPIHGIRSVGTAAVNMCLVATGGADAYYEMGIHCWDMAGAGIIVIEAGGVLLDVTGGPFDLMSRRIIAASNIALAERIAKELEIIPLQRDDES
#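 Seeded CHO-M1 cells were dosed with compound at up to 46 uM, stimulated with carbachol for 30 min, then lysed in IP-One detection reagents. Higher IP1 lowers the TR-FRET signal.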
# ALOX12 inhib – blocks human 12-lipoxygenase activity | P18054 | purified 12-hLO, xylenol orange hydroperoxide absorbance | Potency, µM (titrated, usually from 57.1 µM), for inactives: top-dose activity change, negative = inhibition, hits mostly inhibitors | actives 0.12% (n = 150,000) | AID 1452; further: potency means the concentration at half of the fitted maximal effect; nearly all actives have a fitted effect of over 55% in size; many of its hits are not listed in these tables
# Target sequence (P18054 whole entry, looked up): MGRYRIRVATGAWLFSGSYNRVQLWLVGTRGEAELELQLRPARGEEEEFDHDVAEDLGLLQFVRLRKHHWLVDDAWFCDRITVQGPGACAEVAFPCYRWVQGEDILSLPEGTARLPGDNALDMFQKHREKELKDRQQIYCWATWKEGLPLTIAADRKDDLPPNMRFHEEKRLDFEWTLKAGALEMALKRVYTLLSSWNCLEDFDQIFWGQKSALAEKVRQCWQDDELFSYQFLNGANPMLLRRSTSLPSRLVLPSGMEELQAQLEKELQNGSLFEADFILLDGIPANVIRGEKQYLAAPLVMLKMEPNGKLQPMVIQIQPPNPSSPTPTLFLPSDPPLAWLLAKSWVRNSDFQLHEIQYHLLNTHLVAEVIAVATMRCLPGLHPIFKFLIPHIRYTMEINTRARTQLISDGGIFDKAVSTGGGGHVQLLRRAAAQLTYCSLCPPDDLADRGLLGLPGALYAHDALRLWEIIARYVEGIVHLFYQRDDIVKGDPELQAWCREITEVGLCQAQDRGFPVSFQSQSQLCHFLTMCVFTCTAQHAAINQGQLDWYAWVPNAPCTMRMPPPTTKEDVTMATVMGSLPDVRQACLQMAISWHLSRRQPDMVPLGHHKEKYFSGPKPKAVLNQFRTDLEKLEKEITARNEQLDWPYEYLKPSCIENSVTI
#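 150 nM 12hLO, 25 mM Hepes pH 7.0 + 0.01% Triton X-100; cpd preinc 15 min RT; 40 uM arachidonic acid, 30 min RT; Fe-XO 30 min; A573/A405 ratio as read-out.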
# 15-hLO-2 inh – 15-hLO-2 (ALOX15B) enzyme inhibition | purified 15hLO-2, xylenol orange hydroperoxide absorbance | O15296 | Potency, µM (doses to about 57.1 µM), for inactives: at the highest dose activity change, negative = inhibition, hits mostly inhibitors | actives 0.56% (n = 110,000); further: potency means the concentration at half of the fitted maximal effect; nearly all actives have a fitted effect of over 60% in size; many of its hits are not listed in these tables
#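 Purified human 15hLO-2 (50 nM final) preincubated with compounds 15 min at room temperature in 25 mM Hepes pH 7.5, 0.01% Triton X-100, then 45 uM arachidonic acid added for 90 min; hydroperoxide detected via ferrous/xylenol orange, 573/405 nm absorbance ratio.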
# PNC assembly inh – blocks assembly of the perinucleolar compartment; activity change (PNC), negative = inhibition, % at 10 µM; PC3M PTB-GFP, PNC prevalence imaging, 16 h; stronger effect = lower value; actives 3.1% (n = 140,000); AID 2417;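 active means readout at or below -70, meaning at least 70% loss of cells showing the perinucleolar compartment, a nuclear body marking cancer cells; inconclusive means readout between -30 and a set limit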;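 further: plate controls were DMSO wells for no effect and camptothecin positive control wells for full effect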
#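 Read-out is percentage of cells bearing a perinucleolar compartment, from automated 20x imaging of fixed, Hoechst-stained PC3M PTB-GFP cells. Cells were seeded 4 h, then exposed 16 h to compound (23 nl of library stock) in duplicate plates.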
# * marks the source's active call; other numbers are inactive results; i = inactive; ? = inconclusive; · = not tested or not shown; [ ] = remark or other dose. Unless noted, the call rests on the fitted dose curve; in most records, active means well fitted curve in the direction sought with a large enough effect; inconclusive means small, poorly fitted or top-dose-only effect, or another doubt; inactive means no such curve, though single readings can be large; an effect the other way counts as inactive or inconclusive. Unless noted, on the % scale 0 is the no-effect control and ±100 the full control effect.
SMILES,IMPase inh,ALOX12 inhib,15-hLO-2 inh,PNC assembly inh
O=C(NCc1ccccc1)N[C@@H](Cc1ccccc1)C(=O)O,-9,-1%,0%,?
Cc1ccc(S(=O)(=O)CC(=O)NC(C)(C)C)cc1,-12,-3%,·,-23
OCCN(CCO)CC(O)Cn1c2ccccc2c2ccccc21 (stereo not given),-6,-3%,27%,16
O=S(=O)(c1ccccc1)N1N=C(c2cccs2)CC1c1ccc(Br)cc1 (stereo not given),0,-2%,3%,46
CCCCN(CC)c1nc(-c2ccncc2)nc2ccccc12,11,-10%,8%,40
CC1(C)Cc2c(ccc3ccccc23)/C(=C/C(=O)N2CCCCC2)N1,9,-16%,5%,?
COc1ccccc1/C=C(/C(=O)OCC(=O)Nc1ccccc1C)c1ccccc1,·,-4%,·,-27
Cc1noc(NS(=O)(=O)c2ccc(NC(=O)CSc3n[nH]c(-c4ccccc4)n3)cc2)c1C,14,-1%,-3%,-17
O=C(CSCCNS(=O)(=O)c1ccccc1)Nc1ccccc1,3,9%,-5%,-4
Nc1n[nH]c(S(=O)(=O)CCCc2ccccc2)n1,8,-2%,-8%,?
CCC(=O)n1nc(NCc2ccc(OC)c(OC)c2)nc1NCc1ccc(OC)c(OC)c1,-1,-1%,3%,3
Cn1c(NC(=O)CCC2CCCCC2)cc(=O)n(C)c1=O,0,-8%,2%,4
CC1OC(OC2CCC3(C)C(CCC4C3CC(O)C3(C)C(C5=CC(=O)OC5)CCC43O)C2)CC(O)C1OC1CC(O)C(OC2CC(O)C(OC3OC(CO)C(O)C(O)C3O)C(C)O2)C(C)O1 (stereo not given),·,2%[0.00818 µM],1%[0.0915 µM],·
O=C(Nc1ccc(Oc2ccccc2)cc1)C1CCCO1 (stereo not given),10,-1%,5%,4
CC(C)c1nnc(NC(=O)c2c(O)c3cccc4c3n(c2=O)CCC4)s1,-7,1%,?,-26
COc1ccc(S(=O)(=O)Nc2cc([N+](=O)[O-])ccc2OC)cc1,·,-2%,·,32
O=C(CCN1C(=O)/C(=C\c2ccccc2Cl)SC1=S)N1CCN(c2ccccc2)CC1,6,2%,?,-20
Cc1ccc(S(=O)(=O)N2CCOCC2)cc1C(=O)NCc1ccc2c(c1)OCO2,-6,1%,4%,46
COc1ccccc1N(C)S(=O)(=O)c1ccc(C(=O)N(CC(N)=O)C(C)C)cc1,1,6%,-1%,?
CC(=O)c1c(C)n(CCO)c2ccc(O)cc12,-8,0%,-7%,0
C/C(=N/NC(=O)CSc1ccccn1)c1ccc([N+](=O)[O-])cc1,·,2%,·,?
CCOc1cc(C(=O)NCCN2CCOCC2)cc(OCC)c1OCC,-7,7%,·,-100*
COc1ccc(S(=O)(=O)N2CN(CCc3ccc(OC)c(OC)c3)c3nc4ccccc4nc32)cc1,-16,-3%,·,-19
NNc1ncnc2c1cnn2-c1ccccc1,0,-8%,17%,?
Cc1ccc(NC(=O)CO/N=C(\N)c2nonc2N)cc1C,·,-2%,·,-2

# Some of the entries so far, tab-delimited:
structure	IMPase inh	ALOX12 inhib	15-hLO-2 inh	PNC assembly inh
O=C(CSCCNS(=O)(=O)c1ccccc1)Nc1ccccc1	3	9%	-5%	-4
Nc1n[nH]c(S(=O)(=O)CCCc2ccccc2)n1	8	-2%	-8%	?
CCC(=O)n1nc(NCc2ccc(OC)c(OC)c2)nc1NCc1ccc(OC)c(OC)c1	-1	-1%	3%	3
Cn1c(NC(=O)CCC2CCCCC2)cc(=O)n(C)c1=O	0	-8%	2%	4
CC1OC(OC2CCC3(C)C(CCC4C3CC(O)C3(C)C(C5=CC(=O)OC5)CCC43O)C2)CC(O)C1OC1CC(O)C(OC2CC(O)C(OC3OC(CO)C(O)C(O)C3O)C(C)O2)C(C)O1 (stereo not given)	·	2%[0.00818 µM]	1%[0.0915 µM]	·

# (listing goes on)
SMILES,IMPase inh,ALOX12 inhib,15-hLO-2 inh,PNC assembly inh
Cc1cc2nc(C3CCN(Cc4nnnn4Cc4ccccc4)CC3)[nH]c2cc1C,11,1%,37%[activator],83
c1coc(CNc2nc3ccccc3n2CCN2CCOCC2)c1,7,-8%,4%,-29
CCSc1nnc2c(n1)OC(c1ccc(C(=O)O)cc1)N(C(C)=O)c1ccccc1-2 (stereo not given),-1,3%,-17%,33
CCCCNC(=O)C1CC(c2cccc([N+](=O)[O-])c2)=NO1 (stereo not given),?,-7%,0%,-11
CCOC(=O)C1CCCN(CC(=O)Nc2c(C(=O)OC)[nH]c3ccccc23)C1 (stereo not given),5,-4%,3%,24
CCCCNC(=O)c1nnn(-c2ccccc2)c1N,·,-1%,·,14
N#Cc1cc2ccccc2nc1SCC(=O)Nc1ccccc1N1CCOCC1,-11,-5%,-6%,?
C=CCn1c(SCC(O)Cn2c3ccccc3c3ccccc32)nnc1-c1ccco1 (stereo not given),6,-4%,-9%,-15
CN=Cc1nc(-c2ccccc2)oc1O,8,-5%,·,5
COc1cc(C(=O)NCC(c2cccnc2)N2CCN(C)CC2)cc(OC)c1OC (stereo not given),10,0%,·,29
O=[N+]([O-])c1ccc(Cl)c(C2Nc3cccc4cccc(c34)N2)c1,6,?,13µM*,132
CC(=O)NS(=O)(=O)c1ccc(N=c2ssc3c2-c2ccc(C)cc2NC3(C)C)cc1,·,-3%,·,14
O=S1(=O)CC(N2CCOCC2)c2ccccc21 (stereo not given),4,3%,-1%,?
COc1ccc(S(=O)(=O)N2CCOCC2)cc1C(C)C,-2,6%,2%,-2
CC(=O)c1cccc(NS(=O)(=O)c2c(C)noc2C)c1,4,-3%,0%,-26
Cc1cccc(-n2ncc3c(NCc4ccccc4)ncnc32)c1,4,-6%,0%,?
C=CCNC(=O)CN1C2CCCC1CC(NC(=O)c1ccccc1C)C2 (stereo not given),-1,-4%,·,i
CC(=O)c1ccc(NC(=O)c2cc(CC(C)C)on2)cc1,0,3%,-1%,-9
CCn1cnc2sc(C(=O)Nc3ccc4c(c3)OCO4)c(C)c2c1=O,-2,-4%,1%,?
CCCOc1ccc(/C(O)=C2/C(=O)C(=O)N(CCCn3ccnc3)C2c2ccco2)cc1 (stereo not given),-25,-10%,7%,8
Cc1noc(NS(=O)(=O)c2ccc(NC(=O)C34CC5CC(C3)CC(n3cnc(Br)n3)(C5)C4)cc2)c1C,·,-3%,·,?
O=C(O)c1ccc([N+](=O)[O-])c(P(=O)(O)O)c1,·,1%[11.4 µM],-3%[11.4 µM],·
COc1cc(-c2noc(CCCC(=O)NC3CCCCC3)n2)cc(OC)c1OC,-4,4%,-1%,19
Cn1c(SCC(=O)N2CCN(Cc3ccccc3)CC2)nnc1-c1ccncc1,2,-2%,0%,36
Cc1nn(C)cc1/C=N/NC(=O)c1sc2ccccc2c1Cl,3,4%,1%,-1

# Overlap with the part before: two entries; new compounds follow.
SMILES,IMPase inh,ALOX12 inhib,15-hLO-2 inh,PNC assembly inh
Cn1c(SCC(=O)N2CCN(Cc3ccccc3)CC2)nnc1-c1ccncc1,2,-2%,0%,36
Cc1nn(C)cc1/C=N/NC(=O)c1sc2ccccc2c1Cl,3,4%,1%,-1
CC12CC(NC(=O)N1c1cccc(C(=O)NCc3ccc4c(c3)OCO4)c1)c1cc(Cl)ccc1O2 (stereo not given),-7,-8%,-6%,-11
O=C(NCCN1CCOCC1)c1ccc(F)cc1,-4,-6%,0%,15
CCCSc1nc(N)c(C#N)c(-c2ccc(C)cc2)c1C#N,?,1%,0%[2.29 µM],45
CCCCn1c(SCC(=O)Nc2cc(C)on2)nc2ccsc2c1=O,6,-3%,0%,8
COc1ccc(OC)c(C(=O)CSc2nnnn2C)c1,3,-5%,3%,-14
CCS(=O)(=O)NCCc1cc2ccc(C)cc2[nH]c1=O,6,2%,3%,13
O=C(c1csnn1)N1CCC2(CCCN(c3cccc(-c4ccccc4)c3)C2)CC1,·,-2%,2%,·
CCc1ccc2oc(=O)cc(CN3CCCCC3C)c2c1 (stereo not given),2,-9%,2%,?
N#CCSc1nnc(C2CCCCC2)n1Cc1ccccc1,6,2%,-5%,?
CCOC(=O)C1=C(C)N(C)C(C)=C(C(=O)OCC)C1c1ccncc1,-1,-6%,5%,-1
O=C(CCC(=O)CCN1CCCCC1)CCN1CCCCC1,8,-4%,15%,?
COc1ccc(C2CC(C(F)(F)F)n3ncc(C(=O)NCc4cccnc4)c3N2)cc1OC (stereo not given),-7,2%,0%,-82*
Oc1c(C=Nc2cccc3cccnc23)sc2ccccc12,7,4%,3%,-1
COc1ccc(CCNC(=O)CC2Nc3cc(C)c(C)cc3NC2=O)cc1OC (stereo not given),-2,-6%,-1%,2
O=S(=O)(c1ccc(N2CCCC2)nc1)N1CCOCC1,8,5%,4%,-9
CS(=O)(=O)N1CCc2cc(-c3csc(NC(=O)Cc4cccs4)n3)ccc21,15,-1%,-9%,-19
CCc1cc(=O)oc2cc(OCC(=O)OC)c(Cl)cc12,-2,-1%,-1%,38
Cn1c(COc2ccccc2)nnc1SCc1nc2ccccc2[nH]1,-4,-2%,8%,10
O=C(c1ccc(-c2cccc(Cl)c2)o1)N1CCN(c2ccc([N+](=O)[O-])cc2)CC1,-8,9%,·,-28
O=C1S/C(=C/c2ccccc2F)C(=O)N1CCN=C1NS(=O)(=O)c2ccccc21,·,-2%,·,52
CCOC(=O)CN1C(=O)C(O)=C(C(C)=O)C1c1ccccc1 (stereo not given),2,-4%,11%,23
CCN(C(=O)c1cc(Cl)ccc1OC)C1CCCCC1,7,-3%,-4%,-19
COc1ccc(Cl)cc1NC(=S)NCCc1c[nH]c2ccccc12,0,?,?,-14
COCc1cc(C)nc(SCC(=O)Nc2cccc3cccnc23)c1C#N,6,0%,·,-12
CC(C)(C)OCC(NC(=O)C(CC(N)=O)NC(=O)OC(C)(C)C)C(=O)OC(C)(C)C (stereo not given),-12,-2%,0%,8
COc1ccc(NC(=O)NC23CC4(C)CC(C)(CC(C)(C4)C2)C3)cc1OC,-1,1%,·,-15

# Quoted from the entries so far for reference:
SMILES,IMPase inh,ALOX12 inhib,15-hLO-2 inh,PNC assembly inh
COc1ccc(Cl)cc1NC(=S)NCCc1c[nH]c2ccccc12,0,?,?,-14
COCc1cc(C)nc(SCC(=O)Nc2cccc3cccnc23)c1C#N,6,0%,·,-12
CC(C)(C)OCC(NC(=O)C(CC(N)=O)NC(=O)OC(C)(C)C)C(=O)OC(C)(C)C (stereo not given),-12,-2%,0%,8
COc1ccc(NC(=O)NC23CC4(C)CC(C)(CC(C)(C4)C2)C3)cc1OC,-1,1%,·,-15

# Exported with each value named: entries from further up.
CCOC(=O)C1=C(C)N(C)C(C)=C(C(=O)OCC)C1c1ccncc1
  IMPase inh: -1; ALOX12 inhib: -6%; 15-hLO-2 inh: 5%; PNC assembly inh: -1
CCCCn1c(SCC(=O)Nc2cc(C)on2)nc2ccsc2c1=O
  IMPase inh: 6; ALOX12 inhib: -3%; 15-hLO-2 inh: 0%; PNC assembly inh: 8
N#CCSc1nnc(C2CCCCC2)n1Cc1ccccc1
  IMPase inh: 6; ALOX12 inhib: 2%; 15-hLO-2 inh: -5%; PNC assembly inh: ?
O=S(=O)(c1ccc(N2CCCC2)nc1)N1CCOCC1
  IMPase inh: 8; ALOX12 inhib: 5%; 15-hLO-2 inh: 4%; PNC assembly inh: -9

# Bioassay records: PubChem BioAssay, National Center for Advancing Translational Sciences (NCATS)

# The list is partial. The share of hits here may be higher or lower than overall.
